TLR9-MyD88 block: inhibitors of TLR9-MyD88 association in cells, primary screen, cell-based, CHO, BLA complementation, fluorescence; Toll-like receptor 9 (Homo sapiens) + Myeloid differentiation primary response protein …; CCF4 FRET ratio; inhibition, % at 4.98 µM; hit rate 0.21% among 340,000; AID 504734, 2011;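 active = inhibition above the mean over all tested compounds plus 3 SD, cut at about 21% in these data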;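 note: 0% = DMSO only wells and 100% = clavulanate BLA inhibitor control wells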
NOD2-RIPK2 inh: NOD2-RIPK2 binding disruptors in cells, primary screen, fluorescence, CHO cells, BLA complementation. inhibition, % at 4.98 µM. hit rate 0.38% among 360,000. AID 624267, 2012. CCF4 ratio; in the data active = inhibition above about 21%;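 note: 0% = vehicle only and 100% = reference blocker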
MC4R antag cAMP: MC4R antagonists of cAMP signaling, primary screen, cell-based, TR-FRET, antagonist arm of biased-ligand search; MC4R-expressing cells, MTII-stimulated cAMP, LANCE TR-FRET; inhibition, % at 6.5 µM; hit rate 0.48% among 360,000; AID 540295, 2011;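 active = inhibition above its plate's cutoff, the mean of tested wells on that plate plus 3 SD, cut at about 29% in these data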;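 note: 0% = Melanotan II alone and 100% = Melanotan II plus saturating MCL0020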
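Assay system: human MC4R-expressing U2OS cells; reagent: Melanotan II stimulation of cells; dosing: 6.5 µM single dose; timing: compound 30 min, challenge 1 h, detection 1 h; signal: TR-FRET cAMP assay; replicates: one well per compound, no replicates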
Vif imaging: HIV Vif self-association inhibitors, primary screen, imaging, HEK293T, single point. AID 602346, 2012. hit rate 0.35% among 340,000. inhibition, % at 7.49 µM. HEK293T cells, Vif self-association by quenched fluorescence, 24 h; in the data active = inhibition above about 50%, passing the limit was not always enough; inconclusive = no clear call, values can overlap the other calls; inactive = below about 31%; note: some results filed as inactive read as strong as hits
ABCB6 inh MLPCN: ABCB6 transporter inhibitors, primary screen, K562-ABCB6 cells, flow cytometry, MLPCN library | hit rate 0.19% among 360,000 | ATP-binding cassette sub-family B member 6 (Homo sapiens), Q9NP58 | fluorescence ratio to DMSO, % at 10 µM | K562-ABCB6 porphyrin accumulation, 1 h; active compounds read low | AID 602162, 2011;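 active = fluorescence ratio to DMSO below 75%, the collection mean minus 3 SD; inconclusive = too few cells collected in the well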;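 note: signal is porphyrin accumulated inside mitochondria; 100% equals median channel fluorescence of DMSO control wells; lower ratio means ABCB6 inhibition with less porphyrin fluorescence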
Target sequence (Q9NP58 whole entry, looked up): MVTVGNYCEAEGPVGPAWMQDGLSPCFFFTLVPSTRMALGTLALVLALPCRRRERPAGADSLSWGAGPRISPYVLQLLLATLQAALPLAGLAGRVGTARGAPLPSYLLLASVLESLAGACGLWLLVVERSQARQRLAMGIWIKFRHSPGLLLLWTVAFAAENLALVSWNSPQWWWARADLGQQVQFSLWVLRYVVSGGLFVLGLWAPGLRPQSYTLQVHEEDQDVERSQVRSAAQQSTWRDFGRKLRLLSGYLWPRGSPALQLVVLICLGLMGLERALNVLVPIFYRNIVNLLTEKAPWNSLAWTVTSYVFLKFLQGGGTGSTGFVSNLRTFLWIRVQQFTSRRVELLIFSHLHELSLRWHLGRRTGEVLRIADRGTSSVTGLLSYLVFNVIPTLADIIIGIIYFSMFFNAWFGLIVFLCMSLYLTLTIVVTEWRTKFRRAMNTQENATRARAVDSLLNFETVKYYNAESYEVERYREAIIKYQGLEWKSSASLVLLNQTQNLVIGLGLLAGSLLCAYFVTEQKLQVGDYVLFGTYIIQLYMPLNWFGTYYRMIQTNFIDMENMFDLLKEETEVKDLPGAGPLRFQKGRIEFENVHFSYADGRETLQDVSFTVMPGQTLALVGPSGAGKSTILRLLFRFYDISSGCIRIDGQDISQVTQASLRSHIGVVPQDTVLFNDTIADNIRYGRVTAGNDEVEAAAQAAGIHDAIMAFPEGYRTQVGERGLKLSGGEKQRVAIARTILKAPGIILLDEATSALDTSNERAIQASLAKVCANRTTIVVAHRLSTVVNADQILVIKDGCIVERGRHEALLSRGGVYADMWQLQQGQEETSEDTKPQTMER
Glyco luc inh: increase of ERlucT glycosylation luciferase signal, primary screen, N-linked glycosylation inhibitor project, D54 ERlucT cells, luminescence, set 2; hit rate 0.23% among 360,000; reporter increase, % at 12.5 µM; D54 ERlucT glycosylation luciferase reporter, 24 h; percent of 100 nM tunicamycin response;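 active = mean luciferase reporter signal, scaled so untreated is 0 and the glycosylation-blocking control 100, at or above a set limit in every replicate; inconclusive = mean reaches the limit but not every replicate does; inactive = mean below the limit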;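 note: luciferase carries N-glycosylation sites so blocking glycosylation raises the light; 0% = median of neutral control wells and 100% = median of 100 nM tunicamycin wells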
aDG glyco up: activators of alpha-DG glycosylation, primary screen, uHTS, Pro5-aDG cells, AlphaScreen | alpha-DG glycosylation AlphaScreen (IIH6); 0% Pro5, 100% B10-LARGE cell signal | activation, % at 10 µM | hit rate 0.22% among 360,000;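 active = activation of at least 8% versus controls, or a plate z-score of at least 8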;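 note: Pro5 are CHO cells carrying HIG-tagged alpha-DG that lacks glycosylation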
Granule exo inh: LAMP-1 surface exposure blockers, TALL-104 cells – cell-based, flow cytometry, MLPCN library, primary screen. TALL-104 LAMP-1 surface exposure; cells stimulated with thapsigargin and PMA. inhibition, % at 10 µM. hit rate 0.66% among 360,000. AID 651702, 2012;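 active = inhibition above about 55%, limit read from the data; inconclusive = no clear call, values can overlap the other calls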
MC4R ag barr: MC4R agonists recruiting beta-arrestin, primary screen, cell-based, luminescence, agonist arm of biased-ligand search | Melanocortin receptor 4 (Homo sapiens), P32245 | hit rate 0.98% among 360,000 | U2OS MC4R beta-arrestin complementation; percent of melanotan II response, DMSO zero | activation, % at 8.9 µM;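 active = activation above a per-plate cutoff, the mean activation of sample wells on that plate plus 3 SD, cut at about 8% in these data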
ABHD5 PLIN5 PPI: ABHD5-PLIN5 interaction inhibitors, primary screen, cell lysate, split luciferase complementation, luminescence; Perilipin-5 (Homo sapiens) + 1-acylglycerol-3-phosphate O-acyltransferase ABHD5 (Homo …; Split G. princeps luciferase complementation, 4 h; inhibition, % at 4 µM; hit rate 0.78% among 360,000; AID 602281, 2012;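 active = inhibition above the mean inhibition across every tested compound plus 3 SD, cut at about 22% in these data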;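 note: 0% = DMSO only wells and the 100% control is not disclosed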
Starred values were filed as active, the others as inactive; ? = inconclusive; / = no result given. Not all compounds are listed; the hit share may differ from the screen's.

SMILES	TLR9-MyD88 block	NOD2-RIPK2 inh	MC4R antag cAMP	Vif imaging	ABCB6 inh MLPCN	Glyco luc inh	aDG glyco up	Granule exo inh	MC4R ag barr	ABHD5 PLIN5 PPI
CC(C)NC(=O)NC1C2CC3CC(C2)CC1C3 (configuration not stated)	0.8	8.6	12.3	3.2	109.0	-1.6	0.1	-1.1	1.6	-7.9
CN(C)CCC1Sc2ccccc2Oc2ccccc21 (configuration not stated)	6.8	4.0	6.6	7.3	92.0	-1.4	0.4	-0.4	-2.5	3.5
CCN(CC(=O)NCc1ccc(Cl)cc1)C(=O)/C=C/c1cc(OC)c(OC)c(OC)c1	-8.6	-7.8	5.3	-17.0	93.0	1.4	0.1	-3.2	-2.4	0.6
CCCCCCSc1ccc([C@H]2N[C@@](C)(C(=O)OC)[C@H]3C(=O)N(CC)C(=O)[C@@H]23)cc1	-13.5	-2.1	12.1	1.0	97.0	-1.8	1.3	-1.3	3.8	-1.7
C/C(=N\NC(=O)c1ccc(Cl)c(Cl)c1)c1ccc(Br)s1	-3.0	-9.7	3.5	2.2	98.0	-4.2	0.3	-1.3	-0.1	-4.9
O=C(COC(=O)c1ccc(O)cc1)NC1CCCC1	-2.8	-8.7	11.8	3.2	100.0	-0.7	0.0	1.4	-0.1	1.9
O=C(c1cc(C(=O)N2CCCC2)cc([N+](=O)[O-])c1)N1CCCC1	-12.1	-20.6	2.6	1.2	90.0	2.3	-0.1	5.1	0.1	-0.9
O=c1[nH]c2ccccc2nc1-c1nnnn1C1CCCC1	/	-1.8	/	/	96.0	/	-0.1	-3.1	/	-8.0
Cc1ccc(N2CS(=O)(=O)/C(=C/N(C)C)C2=O)cc1	3.3	-3.3	-3.2	1.1	95.0	-4.1	-0.1	-0.7	-0.9	1.6
CC1(C)CC(=O)C=C(Nc2ccc([N+](=O)[O-])cc2)C1	9.6	0.2	9.6	-2.9	126.0	-2.2	-0.2	-3.5	-0.3	-0.9
CN(CC(=O)Nc1ccccc1Cl)C(=O)CSc1nnc(N)s1	-1.4	-4.5	11.5	-0.4	95.0	0.8	-0.2	-0.8	-1.6	-2.2
Cn1c(=O)c2c(SCC(=O)Nc3ccccc3F)nc(-c3ccccc3F)nc2n(C)c1=O	2.7	-6.1	2.4	1.2	97.0	-6.6	-0.1	-1.3	-1.5	-1.0
CCOC(=O)CSc1nc2ccccc2c(=O)n1-c1ccc(C)cn1	6.3	-0.8	1.3	5.7	97.0	-2.3	0.1	18.5	-2.3	-2.0
CCN(CC)S(=O)(=O)c1ccc(NC(=O)COc2c(OC)cccc2OC)cc1	-10.0	-6.4	11.2	-15.2	93.0	-3.1	0.3	7.7	0.1	-1.8
COc1ccc(-c2nnc(SCC(=O)Nc3ccc4c(c3)OCCO4)n2N)cc1OC	-3.9	1.6	-3.2	-18.5	96.0	2.1	-0.4	8.2	-0.9	-4.8
O=C(Nc1ccccc1N1CCOCC1)c1cnccn1	-9.4	-3.8	1.7	/	97.0	5.7	-0.2	-1.3	-0.2	-5.0
CC(C)(C)c1nc(SCC(=O)NNC(=O)c2ccccc2)c2ccccc2n1	2.7	-5.0	2.4	1.8	91.0	-0.2	0.2	4.7	0.3	-1.6
O=C(CSc1ncnc2sc(-c3ccccc3)cc12)NC1CCS(=O)(=O)C1 (configuration not stated)	-1.1	-2.4	17.3	-7.3	78.0	-6.5	0.3	-1.5	0.0	0.1
COc1ccc(CCNC(=O)c2cc(-c3ccccn3)nc3ccccc23)cc1	9.3	2.2	6.6	2.3	94.0	-0.2	0.0	-4.0	-2.6	0.4
Cc1cc(CC(C)C)n(-c2nc3ccccc3c(=O)n2OCc2ccccc2)n1	-4.9	-22.9	-7.5	-2.3	103.0	-7.5	0.1	-0.2	4.4	-16.3
COC(=O)NC(NS(=O)(=O)c1ccccc1)(C(=O)OC)C(F)(F)F (configuration not stated)	6.9	-4.0	15.0	-12.9	95.0	-2.7	0.0	-2.3	-1.8	10.4
NC(=O)c1ccc(-n2nnnc2SCC(=O)Nc2ccc(N3CCOCC3)c(Cl)c2)cc1	-4.9	1.2	15.6	6.4	106.0	1.0	-0.8	-1.8	-1.0	-0.8
COC(=O)CSc1nnc(C)n1-c1ccc(C)cc1	-0.8	-6.4	2.2	15.2	94.0	4.4	-0.1	6.2	-0.8	-0.5
CC(C)(C)SCCNC(=O)Nc1ccccc1	2.5	-1.5	14.8	-6.6	97.0	1.9	0.3	1.6	-1.7	2.6
CCOc1ccc(S(=O)(=O)N(C)CC(=O)NC2CC2)cc1	6.2	9.8	2.3	6.2	96.0	-1.0	-0.3	-4.6	-1.0	-3.0

Continued; the last 3 above are carried over.
SMILES	TLR9-MyD88 block	NOD2-RIPK2 inh	MC4R antag cAMP	Vif imaging	ABCB6 inh MLPCN	Glyco luc inh	aDG glyco up	Granule exo inh	MC4R ag barr	ABHD5 PLIN5 PPI
COC(=O)CSc1nnc(C)n1-c1ccc(C)cc1	-0.8	-6.4	2.2	15.2	94.0	4.4	-0.1	6.2	-0.8	-0.5
CC(C)(C)SCCNC(=O)Nc1ccccc1	2.5	-1.5	14.8	-6.6	97.0	1.9	0.3	1.6	-1.7	2.6
CCOc1ccc(S(=O)(=O)N(C)CC(=O)NC2CC2)cc1	6.2	9.8	2.3	6.2	96.0	-1.0	-0.3	-4.6	-1.0	-3.0
CC(C)(O)CC[C@@H](O)[C@](C)(O)C1CC[C@@]2(O)C3=CC(=O)[C@]4(O)C[C@@H](O)[C@@H](O)C[C@]4(C)C3CC[C@]12C (some centres not stated)	-1.9	-10.5	4.7	-2.9	104.0	-0.7	-0.4	-4.7	1.6	-7.7
O=C(C/C=N\OCc1ccc([N+](=O)[O-])cc1)Nc1ccccc1	3.4	-2.3	6.8	11.0	102.0	0.5	0.0	-3.2	-0.7	-2.0
O=C(NC1CC1)C1=C[C@H](c2ccc(C(F)(F)F)cc2)C[C@H](OCc2ccc(CO)cc2)O1	-5.6	0.0	7.3	-1.8	99.0	-1.3	0.5	15.4	-0.5	-2.4
CN(C)c1nc(Cl)nc(N(C#N)CCOc2ccccc2)n1	5.4	4.1	26.1	-9.6	99.0	0.5	0.0	22.9	-3.5	-2.5
CCc1cccc(NC(=O)c2snc3c(=O)[nH]cnc23)c1	-3.2	-5.0	-4.0	/	115.0	1.3	-0.5	-1.4	-1.9	2.0
O=C(CSc1nnc(C2CC2)n1-c1ccccc1)N1CCNC1=O	8.3	2.8	4.7	7.2	89.0	1.8	-0.1	2.2	0.0	1.4
Cc1c(NC(=S)N2CCN(c3ccc(F)cc3)CC2)c(=O)n(-c2ccccc2)n1C	-10.1	-2.7	5.4	?	98.0	0.2	-0.2	0.1	-0.1	-2.3
Cc1c(C)c(C)c(S(=O)(=O)NCCc2ccncc2)c(C)c1C	-5.4	6.4	17.4	-10.3	101.0	1.6	0.3	-2.1	0.1	2.3
Cc1cc(C)nc(SCC(=O)OCC(=O)Nc2nc3ccccc3s2)n1	3.7	1.8	6.1	-3.7	102.0	1.6	0.2	3.8	1.2	4.0
Cc1c(Cl)cccc1NC(=O)CCCCCN1C(=O)CCC1=O	-5.3	5.0	-0.1	9.5	97.0	-1.0	-0.1	0.6	0.2	-3.9
Nc1nc2ccc([N+](=O)[O-])cc2[nH]1	-3.4	-6.9	9.1	-4.0	97.0	-1.0	-0.2	-10.9	-0.4	-10.4
Cc1cc(C(=O)N2CC=C(c3ccccc3)CC2)c2ccccc2n1	2.8	3.7	-11.6	/	107.0	17.5	-0.2	16.9	-1.6	-4.6
O=C(CSCCO)Nc1ccc([N+](=O)[O-])cc1	3.9	-13.0	0.7	-0.1	95.0	3.1	-0.3	-0.3	-3.4	3.9
NC1=NCC(O)=C1c1nc2ccccc2[nH]1	-5.6	-3.6	-1.8	-6.2	102.0	3.7	-0.1	4.1	-1.3	2.8
CN(c1cc(=O)n2ccccc2n1)C1CCCCC1	-10.9	-20.6	-3.7	-8.0	94.0	1.5	-0.3	-3.2	0.7	-1.7
Cc1ccc(CCNC(=O)CC2Oc3ccc(C)cc3NC2=O)cc1 (configuration not stated)	1.8	-1.9	-5.3	1.8	95.0	-7.2	0.1	3.1	-0.2	1.1
O=S(=O)(NC1CCCC1)c1ccccc1Cl	-22.4	2.3	5.0	-11.9	102.0	1.2	-0.2	0.3	1.1	-0.5
Cc1cnc(NC(=O)CC(C)c2ccccc2)s1 (configuration not stated)	-4.8	-0.8	4.7	-5.1	100.0	14.7	0.0	-10.3	1.5	-10.1
O=C(Nc1ccc(F)cc1)Nc1ccc(NC(=O)c2ccccc2O)cc1	/	-5.6	1.4	0.4	91.0	-5.8	0.0	-2.9	1.4	-4.7
Cc1cccc(C#N)c1NC1=CC(=O)CC(C)(C)C1	5.4	-9.3	0.9	8.0	93.0	0.9	0.3	-0.2	-1.4	-2.2
CN1CCN(C(=O)CCn2c(=S)[nH]c3ccccc3c2=O)CC1	5.2	-13.5	4.6	0.0	92.0	0.8	-0.4	-3.0	0.7	3.3
CC1(OCON)CCCc2ccccc21 (configuration not stated)	5.6	0.9	-1.7	2.5	98.0	2.3	0.2	-5.3	-0.5	2.5
Cc1ccccc1N/C(=N/S(=O)(=O)c1cc(F)ccc1F)c1ccccc1	-9.1	0.9	0.7	10.3	99.0	-3.2	0.2	-3.1	-3.2	2.2
CCOc1ccc(CCNC(=O)COC(=O)C2CCN(S(=O)(=O)c3ccccc3)CC2)cc1OCC	8.3	-5.1	1.6	-14.4	91.0	2.4	0.3	-2.4	-2.1	6.8
CC(=O)N1CCN(S(=O)(=O)c2cccc(C(=O)NCc3ccc(F)cc3)c2)CC1	-18.5	-3.7	2.9	-0.6	95.0	0.0	0.9	-2.6	-1.1	3.7
O=S(=O)(c1ccc(Cl)cc1)N1CCN(c2ncccn2)CC1	4.8	-9.7	-8.0	-10.3	93.0	-2.4	0.5	-3.8	3.9	12.4
CCn1c(/C=C/c2c(C)n(CC)c3ccccc23)nc2ccccc2c1=O	-11.4	-4.8	10.3	0.3	99.0	-2.6	-0.2	-5.2	-2.0	2.5
C1CCCCCC(=NNc2nn[nH]n2)CCCCC1	1.0	-11.6	-7.6	-3.9	92.0	0.0	0.2	-6.4	-1.7	2.7

Compound activity deposited in PubChem by several laboratories.
